NOD2 inhibition: inhibition of NOD2-driven NF-kB reporter – cell-based, luminescence, uHTS, HEK293 (AID 1566) | HEK293 NOD2/NF-kB luciferase reporter, luminescence; higher % means a stronger effect | one-dose inhibition, % at 4 µM; EC50 in µM for titrated hits | 290,000 tested, 0.63% active; also: many of its hits are not listed in these tables
human PMI inhibitors: MPI inhibition at elevated mannose 6-phosphate – biochemical, fluorescence intensity, high mannose 6-phosphate, primary screen (AID 1220) | inhibition, % at 20 µM, or IC50 in µM where a hit was titrated | 190,000 tested, 0.66% active | recombinant PMI enzyme, coupled fluorescence intensity; higher % means a stronger effect
XIAP antagonists: XIAP antagonists, biochemical, IAP family, fluorescence polarization (AID 1018) | XIAP BIR domain, fluorescence polarization peptide displacement; higher % means a stronger effect | 200,000 tested, 0.007% active | one-dose displacement, % at 20 µM; IC50 in µM for titrated hits; in the data active = displacement above about 50%; also: a part of the inactive calls stands beside numbers as strong as those of hits
LYP inhibition: PTPN22 lymphoid phosphatase activity blockers – biochemical, fluorescence intensity, uHTS (AID 1779). recombinant LYP phosphatase, fluorescence intensity; higher % means a stronger effect. inhibition, % at 11.5 µM; hits with a dose series show IC50 in µM. 290,000 tested, 0.054% active;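 also: plate controls were vehicle with enzyme for no effect and no enzyme for full effect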
KOR beta-arrestin-1: kappa opioid receptor blockers – cell-based, luminescence, uHTS (AID 1778). KOR beta-arrestin recruitment, luminescence, antagonist mode; higher % means a stronger effect. inhibition, % at 10 µM, or IC50 in µM where a hit was titrated. 290,000 tested, 0.091% active; also: strong numbers were not always called active
PMI inhibitors: MPI enzyme activity inhibition – biochemical, fluorescence intensity, coupled assay, primary screen (AID 1209); 190,000 tested, 0.42% active; inhibition, % at 20 µM, or IC50 in µM where a hit was titrated; purified PMI enzyme, coupled fluorescence intensity; higher % means a stronger effect;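 also: plate controls were DMSO vehicle for no effect and wells lacking substrate for full effect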
TNAP activators: human TNAP enzyme activators, primary screen, biochemical, luminescent, no phosphate acceptor, uHTS (AID 1001) | 200,000 tested, 0.03% active | purified TNAP, luminescent activation assay, no phosphate acceptor; higher activation fold means a stronger effect | one-dose activation fold at 20 µM; EC50 in µM for titrated hits; in the data active = activation fold from about 3, or a potency from the dose series; inactive = the rest, 99 in 100 with activation fold below about 1.6; also: many of its hits are not listed in these tables
KOR beta-arrestin-2: kappa opioid receptor activators – cell-based, luminescence, uHTS, primary screen (AID 1777) | KOR beta-arrestin recruitment, luminescence; higher % means a stronger effect | one-dose activation, % at 10 µM; EC50 in µM for titrated hits | 280,000 tested, 0.02% active; in the data active = activation above about 50%, passing the limit was not always enough; also: a part of the inactive calls stands beside numbers as strong as those of hits
NOD1 NF-kB reporter: NOD1 signaling inhibitors, primary screen, cell-based, luminescence, uHTS (AID 1578) | NOD1-driven NF-kB luciferase reporter cells, luminescence; higher % means a stronger effect | one-dose inhibition, % at 4 µM; EC50 in µM for titrated hits | 290,000 tested, 1% active; in the data active = inhibition mostly above about 36%, no sharp cut-off; inactive = mostly below about 34%;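 also: HEK-293T reporter cells stimulated with the NOD1 agonist gamma-tri-DAP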
Numbers without * were called inactive; . = no result given. Rule as the data show it, unless noted: active = inhibition above about 50%; inactive = the rest.

1. Cc1ccc2c(c1)=C/C(=C\c1c(O)[nH]c(=S)[nH]c1=O)C(=O)N=2
2. Cn1nc(N)c2c1N=P(N1CCOCC1)(N1CCOCC1)N=C2c1ccccc1
3. O=C(Nc1cccc(OC(=O)N2CCOCC2)c1)N1CCOCC1
4. CC(C)(C)N1Cc2ccccc2C1=N
5. COc1ccccc1C1=NCc2nnc(C)n2-c2ccc(Cl)cc21
6. CCCC[N+]12C3C[C@H](C4[C@H](O)[C@]5(C[C@@H]41)c1ccccc1N(C)[C@@H]35)[C@H](CC)[C@H]2O (stereo not given in full)
7. COc1ccc(NC(=O)c2cn(CCC#N)nc2-c2cccc([N+](=O)[O-])c2)cc1
8. O=c1c2ccccc2nc(/C=C/c2ccccc2F)n1-c1ccccc1O

entry no.	1	2	3	4	5	6	7	8
XIAP antagonists	-17.9%	-1.4%	-1.3%	0.3%	-6.6%	.	.	.
NOD2 inhibition	-2.3%	6.0%	3.0%	-13.3%	8.0%	-1.8%	4.5%	-20.0%
TNAP activators	1.1	1.1	1.1	1.1	1.1	.	.	.
KOR beta-arrestin-2	10.5%	-4.4%	3.0%	-0.3%	1.8%	2.7%	-2.5%	-4.7%
PMI inhibitors	21.3%	-7.3%	7.2%	-24.9%	1.4%	.	.	.
KOR beta-arrestin-1	13.1%	3.7%	29.4%	-12.9%	.	18.2%	27.1%	32.0%
human PMI inhibitors	-49.0%	2.5%	0.4%	-32.9%	6.3%	.	.	.
NOD1 NF-kB reporter	-29.2%	-1.7%	-17.6%	9.7%	-24.8%	-1.2%	3.8%	8.8%
LYP inhibition	7.4%	-3.8%	-1.6%	-7.2%	-2.0%	-6.8%	-8.6%	-2.2%

9. CCC(=Nc1ccccc1NC(C)=O)c1c(O)n(C)c(=O)n(C)c1=O
10. CCN(CC)C(=O)c1ccc(N2C(=O)C3CC=C(Cl)CC3C2=O)cc1 (stereo not given)
11. CCOC(=O)c1c(N)n(CCN2CCCCC2)c2nc3ccccc3nc12
12. COc1cc(/C=C2/C(=O)NC(=O)N(c3ccccc3)C2=O)ccc1O
13. CC1=CC(=O)NP(=O)(Oc2ccc3ccccc3c2)N1 (stereo not given)
14. CN(C)CCN=Cc1c(O)n(Cc2ccc3c(c2)OCO3)c(=S)[nH]c1=O
15. CN1C(=O)C(C2(C#N)CCCCC2)C(=O)N(C)C1=O
16. Cc1cccc(CN2CCN(Cc3ccc(Cl)cc3)CC2)c1

entry no.	9	10	11	12	13	14	15	16
XIAP antagonists	-4.4%	-0.5%	-0.5%	4.3%	-1.7%	.	-3.2%	-3.9%
NOD2 inhibition	31.4%	-4.1%	10.7%	5.4%	-5.3%	1.9%	2.3%	-35.9%
TNAP activators	1.1	1.2	1.1	0.8	1	.	1.1	1.1
KOR beta-arrestin-2	-2.7%	0.0%	17.7%	1.0%	11.2%	4.3%	-2.2%	3.0%
PMI inhibitors	1.3%	0.4%	5.3%	-1.5%	78.5%*	.	-6.7%	-6.9%
KOR beta-arrestin-1	-13.0%	9.1%	27.4%	7.1%	-4.6%	-9.8%	16.8%	-14.8%
human PMI inhibitors	-16.3%	-1.5%	27.6%	1.2%	33.5%	.	-13.1%	-16.2%
NOD1 NF-kB reporter	-1.1%	11.8%	-18.7%	-23.9%	-8.9%	-3.8%	-19.3%	2.0%
LYP inhibition	0.5%	-4.5%	-15.9%	-2.2%	2.5%	-2.5%	1.5%	-10.2%

17. O=C(COC(=O)Cc1ccccc1)Nc1ccc(SC(F)F)cc1
18. CC(=O)c1ccc2c(c1)C1C(Cl)C(Sc3ccccc3[N+](=O)[O-])CC1C(C(=O)O)N2 (stereo not given)
19. CN1C(=O)C(=Cc2ccc(N3CCCCCC3)o2)C(=O)N(C)C1=S
20. CCCCC(=O)N/N=C/c1c(O)n(CC)c(=S)[nH]c1=O
21. CSc1ccc(C(=O)C2CCCN(CCCn3cccn3)C2)cc1 (stereo not given)
22. O=C(Cc1ccc(Cl)c(Cl)c1)NCC1(N2CCOCC2)CCCCC1
23. CNC(C(=O)c1ccccc1)C(OC)c1ccccc1 (stereo not given)
24. CC1=C2C3OC(=O)C(C)C3CC[C@@]2(C)C=CC1=O (stereo not given in full)

entry no.	17	18	19	20	21	22	23	24
XIAP antagonists	-3.9%	-2.0%	-4.0%	1.8%	2.2%	-6.4%	-21.4%	.
NOD2 inhibition	9.5%	13.0%	-64.5%	10.1%	-20.8%	-1.4%	1.4%	6.6%
TNAP activators	1	1	0.6	0.1	1.1	1.1	1.1	.
KOR beta-arrestin-2	-3.1%	-5.3%	13.2%	-0.1%	-5.5%	-1.0%	-3.3%	-2.9%
PMI inhibitors	14.3%	-11.7%	6.4%	15.9%	-0.3%	11.2%	-15.5%	.
KOR beta-arrestin-1	22.2%	-16.5%	6.5%	-20.6%	8.6%	7.1%	1.2%	28.9%
human PMI inhibitors	6.5%	-51.9%	6.7%	-5.4%	-8.7%	11.5%	-15.6%	.
NOD1 NF-kB reporter	-25.6%	-3.3%	0.0%	11.6%	33.7%	-4.2%	-3.6%	1.0%
LYP inhibition	-6.0%	51.4%*	2.6%	-6.4%	-4.7%	-7.1%	-1.0%	-5.7%

25. Cc1cc(N2C(=O)C3CCCN3C2c2ccccc2)no1 (stereo not given)
26. O=P(N1CCCCC1)(N1CCCCC1)C(Cl)(Cl)Cl
27. CN(C)C(=O)Oc1ccc(OCc2cccc[n+]2C)cc1
28. CN(Cc1ccccc1)C(=C(Cl)Cl)/C(=C1/NCCN1Cc1ccc(Cl)nc1)[N+](=O)[O-]
29. CCNCCNc1ccc([N+](=O)[O-])c2cccnc12

entry no.	25	26	27	28	29
XIAP antagonists	-7.1%	-4.8%	2.5%	-0.3%	.
NOD2 inhibition	1.4%	9.1%	-0.6%	0.2%	-9.8%
TNAP activators	0.9	1.1	1.1	1.1	.
KOR beta-arrestin-2	4.5%	-4.0%	-0.1%	-2.7%	0.7%
PMI inhibitors	-11.3%	-1.7%	0.6%	5.0%	.
KOR beta-arrestin-1	-18.5%	10.7%	5.5%	-0.2%	16.2%
human PMI inhibitors	-8.5%	-5.3%	3.6%	3.2%	.
NOD1 NF-kB reporter	-8.6%	16.1%	-1.3%	-14.6%	-15.2%
LYP inhibition	2.7%	-9.7%	-4.3%	1.0%	0.7%

Nine of the compounds above, with values under each structure.
Second line of a record – XIAP antagonists, NOD2 inhibition, TNAP activators, KOR beta-arrestin-2, PMI inhibitors, KOR beta-arrestin-1, human PMI inhibitors, NOD1 NF-kB reporter, LYP inhibition
18. CC(=O)c1ccc2c(c1)C1C(Cl)C(Sc3ccccc3[N+](=O)[O-])CC1C(C(=O)O)N2 (stereo not given)
 : -2.0%, 13.0%, 1, -5.3%, -11.7%, -16.5%, -51.9%, -3.3%, 51.4%*
19. CN1C(=O)C(=Cc2ccc(N3CCCCCC3)o2)C(=O)N(C)C1=S
 : -4.0%, -64.5%, 0.6, 13.2%, 6.4%, 6.5%, 6.7%, 0.0%, 2.6%
20. CCCCC(=O)N/N=C/c1c(O)n(CC)c(=S)[nH]c1=O
 : 1.8%, 10.1%, 0.1, -0.1%, 15.9%, -20.6%, -5.4%, 11.6%, -6.4%
21. CSc1ccc(C(=O)C2CCCN(CCCn3cccn3)C2)cc1 (stereo not given)
 : 2.2%, -20.8%, 1.1, -5.5%, -0.3%, 8.6%, -8.7%, 33.7%, -4.7%
22. O=C(Cc1ccc(Cl)c(Cl)c1)NCC1(N2CCOCC2)CCCCC1
 : -6.4%, -1.4%, 1.1, -1.0%, 11.2%, 7.1%, 11.5%, -4.2%, -7.1%
23. CNC(C(=O)c1ccccc1)C(OC)c1ccccc1 (stereo not given)
 : -21.4%, 1.4%, 1.1, -3.3%, -15.5%, 1.2%, -15.6%, -3.6%, -1.0%
24. CC1=C2C3OC(=O)C(C)C3CC[C@@]2(C)C=CC1=O (stereo not given in full)
 : ., 6.6%, ., -2.9%, ., 28.9%, ., 1.0%, -5.7%
25. Cc1cc(N2C(=O)C3CCCN3C2c2ccccc2)no1 (stereo not given)
 : -7.1%, 1.4%, 0.9, 4.5%, -11.3%, -18.5%, -8.5%, -8.6%, 2.7%
26. O=P(N1CCCCC1)(N1CCCCC1)C(Cl)(Cl)Cl
 : -4.8%, 9.1%, 1.1, -4.0%, -1.7%, 10.7%, -5.3%, 16.1%, -9.7%

Not all compounds are listed. The share of hits here may be higher or lower than overall.
